Assay outcomes deposited in PubChem BioAssay by National Center for Advancing Translational Sciences (NCATS).
GALK inhibitor = inhibits human galactokinase; recombinant GALK, Kinase-Glo ATP luminescence, 1 h; Potency, µM (series often up to 57.5 µM), for the others: at the top dose activity, negative = inhibition, usual class: inhibitors; 44,000 tested, under 10 active; AID 1347072;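 note: plate controls were full GALK reaction for no effect and reaction lacking GALK for full effect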
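5 nM GALK with 35 µM ATP and 100 µM galactose in HEPES pH 8.0, MgCl2, NaCl, DTT, BSA; 1 h RT reaction, remaining ATP detected by Kinase-Glo Plus luminescence after 10 min; qHTS concentration series.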
p53null 32C kill = kills p53 null cells at the permissive temperature. H1299-neo p53 null cells, ATP luminescence, 24 h, 32C. hit rate 0.62% among 55,000. Potency, µM (highest dose often 46.1 µM), for the others: top-dose activity change, negative = cytotoxicity, actives largely listed as cytotoxic;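 note: potency is the fitted concentration of half-maximal effect; 0% = DMSO only and -100% = full killing by 100 µM tamoxifen; nearly all actives have a fitted effect of over 55% in size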
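Cells lacking p53 (H1299-neo) are plated at 600 per well and allowed to settle overnight at 37C. Test compounds (up to 46 uM) are added and held 24 hours at 32C, then ATP is quantified by luminescence.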
B2AR arrestin ag = agonists recruiting beta-arrestin to human beta2-adrenergic receptor; Potency, µM (titrated, usually from 46.1 µM), for inactives: at the highest dose activation, usual class: activators; 44,000 tested, under 10 active; HTLA Tango cells, beta-arrestin recruitment, luciferase luminescence, 18 h;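 note: potency is the fitted concentration of half-maximal effect; 0% = DMSO and full agonism = EC100 isoproterenol or metaproterenol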
Target sequence (P07550 whole entry, looked up): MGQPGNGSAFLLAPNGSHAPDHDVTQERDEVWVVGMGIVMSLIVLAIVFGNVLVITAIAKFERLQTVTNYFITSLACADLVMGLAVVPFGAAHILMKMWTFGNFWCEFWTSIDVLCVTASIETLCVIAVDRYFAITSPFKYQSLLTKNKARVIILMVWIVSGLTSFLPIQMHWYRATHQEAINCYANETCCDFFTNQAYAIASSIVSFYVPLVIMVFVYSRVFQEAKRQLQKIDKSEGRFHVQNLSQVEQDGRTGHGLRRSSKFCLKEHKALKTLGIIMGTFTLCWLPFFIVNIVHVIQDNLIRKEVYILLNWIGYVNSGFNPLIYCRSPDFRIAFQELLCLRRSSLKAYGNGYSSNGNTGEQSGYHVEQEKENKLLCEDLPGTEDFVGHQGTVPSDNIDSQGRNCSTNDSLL
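Tango cell line, 1% FBS DMEM; cpd titration up to 46 microM; 18 hr, 37 degrees C, 5% CO2. Luciferin/ATP substrate mix added, 15 min RT, luminescence. %Activity, CRC fitting, curve-class categorization.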
TSG101-PTAP inh = inhibitors of HIV-1 PTAP binding to human TSG101, validation. 44,000 tested, under 10 active. Potency, µM (doses to about 115 µM), for the others: top-dose activity change, negative = inhibition, most hits filed as inhibitors. Fluorescence polarization, FITC-PTAP peptide/Tsg101, 20 min. Q99816; note: potency is the fitted concentration of half-maximal effect; 0% is about no effect
Target sequence (Q99816 whole entry, looked up): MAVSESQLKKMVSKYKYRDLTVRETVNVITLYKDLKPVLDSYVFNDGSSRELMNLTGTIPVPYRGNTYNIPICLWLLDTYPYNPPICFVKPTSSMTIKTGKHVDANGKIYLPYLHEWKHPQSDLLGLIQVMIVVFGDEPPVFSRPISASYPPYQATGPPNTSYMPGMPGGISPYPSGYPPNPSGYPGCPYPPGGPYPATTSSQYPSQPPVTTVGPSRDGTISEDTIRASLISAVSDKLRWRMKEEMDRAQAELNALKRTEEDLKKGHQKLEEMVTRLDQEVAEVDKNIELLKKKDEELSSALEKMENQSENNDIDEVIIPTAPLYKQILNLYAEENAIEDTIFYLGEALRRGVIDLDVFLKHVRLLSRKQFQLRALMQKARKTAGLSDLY
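Fluorescence polarization binding of Tsg101 binding domain (10 uM final) to FITC-labeled PTAP-motif peptide (50 nM final) in HEPES pH 7.5/NaCl/Tween 20/EDTA/TCEP buffer; 20 min at r.t. Actives by curve class, <25 µM, efficacy <60% inhibition.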
FH mod = Identification of activators of human fumarate hydratase by quantitative high-throughput screening; Fumarate hydratase, mitochondrial (Homo sapiens), P07954; FH coupled MDH/diaphorase resazurin fluorescence, 15 min; Potency, µM (titrated, usually from 79.9 µM), for inactives: top-dose activity change, negative = inhibition, most hits filed as inhibitors; hit rate 0.22% among 54,000; AID 1347055, 2019; note: potency is the fitted concentration of half-maximal effect; % is set by controls: 0 for no effect and ±100 for the full control effect; the screen sought activators but most active calls are inhibition curves; nearly all actives have a fitted effect of over 45% in size
NTMT1 inhibitor = inhibitors of human N-terminal methyltransferase NTMT1. Q9BV86. NTMT1 MTase-Glo SAH luminescence, purified enzyme. Potency, µM (highest dose often 114 µM), for inactives: top-dose activity change, negative = inhibition, most hits filed as inhibitors. hit rate 2.5% among 59,000. AID 1645870;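 note: potency is the fitted concentration of half-maximal effect; plate controls were DMSO vehicle for no effect and no enzyme for full effect; nearly all actives have a fitted effect of over 65% in size; many of its hits are not listed in these tables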
Target sequence (Q9BV86 whole entry, looked up): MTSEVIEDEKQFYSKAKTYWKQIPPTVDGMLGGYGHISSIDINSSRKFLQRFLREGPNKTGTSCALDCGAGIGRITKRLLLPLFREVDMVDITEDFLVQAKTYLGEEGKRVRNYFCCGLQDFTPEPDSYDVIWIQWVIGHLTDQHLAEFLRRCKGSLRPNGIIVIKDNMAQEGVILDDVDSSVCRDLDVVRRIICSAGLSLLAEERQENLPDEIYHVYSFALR
p53null 39C kill = selectivity test: cytotoxicity in p53 null cells, nonpermissive temperature; H1299 p53-null (neo) cells, 39C, ATPlite viability, 24 h; Potency, µM (series often up to 46.1 µM), without a hit: top-dose activity, negative = cell killing, actives largely listed as cytotoxic; hit rate 0.97% among 55,000; AID 904;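 note: potency is the fitted concentration of half-maximal effect; 0% = DMSO only and -100% = full killing by 100 µM tamoxifen; nearly all actives have a fitted effect of over 50% in size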
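H1299 lung cancer cells, p53-null (H1299-neo) or expressing p53 A138V (H1299-p53A138V), were plated overnight at 37C, then exposed to compounds at up to 46 uM for 24 hr at 39C. Viability was read by ATP-based luminescence.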
* hit, by the source's call; ? = inconclusive; nt = no result given; [ ] = dose if it differs, or a comment. Calls come from the whole dose curve; as a rule, active = well fitted curve in the direction sought with a large enough effect; inconclusive = small, poorly fitted or top-dose-only effect, or another doubt; inactive = no such curve, though single readings can be large; an effect the other way counts as inactive or inconclusive. The list is partial; count on the stated rates, not on these rows.

SMILES,FH mod,NTMT1 inhibitor,GALK inhibitor,p53null 39C kill,B2AR arrestin ag,TSG101-PTAP inh,p53null 32C kill
Cc1ccc(OCC(=O)OCc2cc(=O)n3ccsc3n2)cc1C,-4%,-1%,0%,?,0%,-6%,-4%
CCc1ccccc1NC(=O)CSCc1cnn(-c2ccccc2)c1-n1cccc1,?,-4%,4%,10%,-2%,2%,6%
COc1cc(NC(=O)CC2C(=O)N(c3cccc(C)c3)C(=O)N2Cc2ccco2)cc(OC)c1 (stereo unspecified),nt,nt,1%,8%,1%,1%,3%
CCc1cccc(C)c1NC(=O)NC1COc2ccccc2C1 (stereo unspecified),-14%,-6%,-2%,0%,0%,1%,-3%
O=C(Nc1cc(C(F)(F)F)ccc1Cl)c1cc(S(=O)(=O)NCc2ccccc2)ccc1F,2%,16%,-2%,8%,-1%,0%,-9%
Cc1cccc(N2C(=O)C(CC(=O)Nc3cccc(F)c3)N(Cc3cccs3)C2=O)c1 (stereo unspecified),nt,nt,0%,-17%,-1%,1%,4%
O=C(c1cccc(Cl)c1)N1CCC(c2nc3ccccc3o2)CC1,-9%,-4%,-11%,-2%,-3%,-12%,-6%
Cc1cc(-c2ccccc2)nc2cc(C(=O)Nc3cc(C(F)(F)F)ccc3Cl)nn12,2%,?,3%,15%,0%,2%,-5%
COc1ccc(CNC(=O)CCCN2C(=O)COc3ccc(C)cc32)cc1,?,1%,2%,-16%,0%,11%,4%
CC(C)(C)c1ccc(S(=O)(=O)NCc2nc3cccnc3n2Cc2ccccc2Cl)cc1,-18%,?,-1%,7%,0%,-9%,15%
CCN(CCCNC(=O)c1nn(-c2ccc(OC)c(Cl)c2)c(=O)c2c1c1ccccc1n2C)c1ccccc1,-7%,-11%,-1%,13%,-2%,-2%,1%
O=C(NCc1ccc(F)cc1)c1c2c(nc3ccccc13)C(=O)N(C1CCCCC1)C2,-8%,3%,-1%,-8%,?,1%,-14%
O=C(Nc1cccc(C(F)(F)F)c1)c1cc(S(=O)(=O)N2CCCC2)c[nH]1,0%,11%,0%,?,0%,2%,-19%
Cc1ccccc1NC(=O)NCCc1c[nH]c2ccccc12,-3%,17%,0%,-21%,1%,-6%,5%
COC(=O)c1ccc(NC(=O)CSc2nc(C)cc(C)c2C(=O)Nc2ccccc2)cc1,-10%,14%,-13%,-12%,-4%,-7%,-5%
CC(=O)Nc1ccc(-c2nnc3n(CC(C)C)c(=O)c4ccccc4n23)cc1,-6%,2%,9%,-6%,-1%,0%,6%
Cc1nn(-c2ccc(N3CCCCC3)nn2)c(C)c1CCC(=O)Nc1ccc(F)cc1F,nt,nt,2%,?,0%,7%,?
COc1ccccc1NC(=O)CCS(=O)(=O)c1cc2c3c(c1)CCN3C(=O)CC2,11%,-2%,1%,-9%,0%,-1%,-3%
Cc1ccc(NS(=O)(=O)c2cc3[nH]c(=O)c(=O)[nH]c3cc2C)cc1N(C)C,-18%,-2%,-2%,-18%,-1%,-3%,-8%
Cc1c(-c2cccc(NC(=O)Cc3ccccc3)c2)nc2ncccn12,-7%,-4%,-1%,16%,0%,-3%,-2%
CC(C)CC(=O)Nc1nnc(SCc2cc(=O)n3ccccc3n2)s1,-12%,1%,-1%,-7%,-1%,-2%,-3%
Cc1cc(C)cc(NS(=O)(=O)c2ccc3[nH]cc(C(=O)NCc4ccco4)c(=O)c3c2)c1,-12%,11%,7%,?,1%,0%,?
Cc1ccc(Cn2c(C)c3cnn(CC(=O)N4CCN(c5cc(C)ccc5C)CC4)c(=O)c3c2C)cc1,-17%,-27%,-2%,9%,-2%,-4%,55%[activator]
CCOc1ccc(CNCc2c(C(=O)O)n(Cc3ccccc3F)c3cc(OC)ccc23)cc1,?,-2%,1%,-15%,0%,-1%,3%
Cc1oc(-c2ccccc2F)nc1CSc1nnc(C)n2c1cc1occc12,-14%,-8%,3%,-20%,0%,-8%,0%
COc1ccc(CN2CCc3nc(SCC(=O)Nc4cc(C)cc(C)c4)[nH]c(=O)c3C2)cc1,-22%,2%,2%,-4%,-2%,2%,-2%
COc1ccc(C(=O)Nc2ccc(-c3cc4ccccc4oc3=O)c(C)c2)cc1Br,-24%,-1%,-2%,11%,1%,-2%,9%
CSc1nn(Cc2cccc(C)c2)c(N)c1S(=O)(=O)c1ccccc1,-46%,3%,-2%,72%,1%,6%,?
CC1CCN(c2nn3c(=O)c(C(=O)NC(C)C)cnc3s2)CC1,nt,nt,1%,-10%,0%,-4%,-1%
Cc1ccc(C)c(NC(=O)C(=O)NCC(c2cccnc2)N2CCN(c3ccc(F)cc3)CC2)c1 (stereo unspecified),-5%,-2%,-2%,-5%,0%,-2%,10%
COc1cc(-c2cc3n(C)c(C)c(CCC(=O)Nc4ccc(F)cc4)c(=O)n3n2)cc(OC)c1OC,6%,5%,2%,-2%,1%,-2%,-1%
CCc1nc2ccc(C(=O)NCCc3ccc(SC)cc3)cc2nc1CC,-8%,13%,2%,-14%,-3%,-1%,-14%
Cc1ccc(OCC(=O)N(Cc2ccco2)c2ccccn2)cc1,2%,10%,1%,?,-4%,1%,-10%
COc1ccc(N2CC(c3nc(-c4cc(OC)c(OC)c(OC)c4)no3)CC2=O)cc1Cl (stereo unspecified),-36%,-10%,-2%,7%,1%,6%,5%
Cc1ccc(Cl)cc1N1CCN(c2ncnc3onc(-c4ccc(F)cc4)c23)CC1,-16%,-1%,-1%,5%,0%,-5%,1%
Cc1cccn2c(=O)c(C(=O)NCc3cccc(F)c3)cnc12,-1%,?,0%,4%,-1%,-4%,2%
CCc1nnc(NC(=O)c2cc(=O)c3cc(C)c(C)cc3o2)s1,-17%,?,5%,?,-1%,-2%,-10%
CCC(=O)Nc1ccc2nc(SCCOc3ccc(C)cc3)sc2c1,4%,12%,5%,18%,-4%,4%,-2%
COc1ccc(Cn2c(=O)n(-c3ccc(C)cc3)c(=O)c3c2c2cc(C)ccc2n3C)cc1,1%,-2%,-5%,19%,-1%,-1%,-1%
CCc1ccc(NC(=O)CN2C(=O)c3cccc4cccc2c34)cc1,nt,nt,?,-21%,0%,-1%,-14%
COC(=O)C(NC(=O)CC(C)C)(Nc1nc2c(s1)CCCC2)C(F)(F)F (stereo unspecified),1%,?,1%,-1%,1%,-8%,5%[9.22 µM]
Cc1csc2nc(-c3cccc(NC(=O)c4c(F)cccc4F)c3)cn12,-6%,-4%,1%,?,0%,2%,-14%
CC(C)Cn1c(=O)c2ccccc2n2c(CCC(=O)NC(C)c3ccccc3)nnc12 (stereo unspecified),2%,6%,-6%,8%,1%,-2%,-3%
COc1cc(CNCCSc2nnnn2C)ccc1OCc1ccc(C)cc1,-2%,-4%,5%,-27%,0%,-5%,12%
Cc1ccc2onc(CC(=O)Nc3cccc(C(F)(F)F)c3)c2c1,5%,11%,1%,37%[activator],-1%,-10%,11%
COc1ccc(-c2cc(C)no2)cc1S(=O)(=O)N1CCc2ccccc21,-1%,-10%,0%,-3%,-1%,-6%,-8%
CCOC(=O)C1CCCN(C(=O)C2CCN(c3nnc(C)c4c(C)n(-c5ccccc5)nc34)CC2)C1 (stereo unspecified),4%,-4%,0%,-9%,0%,-5%,20%
COC(=O)Cc1c(C)c2ccc3c(c2oc1=O)CN(Cc1ccccc1Cl)CO3,6%,24%,-1%,13%,0%,1%,-11%
CCOC(=O)c1cc(-c2ccccc2)n(CCC(=O)NCCc2ccc(OC)c(OC)c2)c1C,-25%,?,-5%,2%,1%,-4%,4%
Cc1cc(F)ccc1NS(=O)(=O)c1c(C)nc2scc(C)n2c1=O,-10%,10%,?,-27%,-2%,1%,-2%
C#CCOc1ccc(C2C(C(=O)OC)=C(C)NC3=C2C(=O)c2ccccc23)cc1OCC (stereo unspecified),-22%,2%,3%,19%,-1%,2%,19%
CCOc1ccc(NC(=O)CN2C(=O)C3(SCC(=O)N3c3ccc(F)cc3)c3ccccc32)cc1 (stereo unspecified),-22%,-6%,1%,-15%,2%,-12%,3%
Cc1ccc(CNC(=O)CCCN2C(=O)CCn3nc(-c4cn(C)c5ccccc45)cc32)cc1,10%,-3%,-2%,3%,0%,4%,6%
O=C(CS(=O)(=O)c1cccc2nsnc12)N1CCN(c2ccc(F)cc2)CC1,-11%,-6%,5%,27%,1%,1%,-2%
O=C(Nc1ccc(F)cc1)c1oc2ccccc2c1NC(=O)C1CCCCC1,?,-14%,-4%,2%,1%,-2%,6%
Cc1ccc2oc(-c3ccc(NC(=O)c4oc5ccc(Cl)cc5c4C)cc3)nc2c1,-1%,-6%,2%,13%,0%,3%,3%
COc1cc(Cl)c(C)cc1NC(=O)c1sc2nc3n(c(=O)c2c1C)CCCCC3,10%,-2%,3%,-12%,1%,0%,-2%
CCc1ccc(-n2c(SCc3ccccc3F)nc3[nH]ncc3c2=O)cc1,?,-11%,0%,?,5%,-2%,?
COc1cc(NC(=O)c2c(C)oc3ncnc(N4CCCCC4)c23)cc(OC)c1,-5%,?,3%,-5%,1%,-1%,1%
Cc1ccc(NC(=O)CSc2nc3ccc(NC(=O)COc4ccc(C)cc4)cc3s2)cc1,1%,14%,-1%,?,-5%,1%,-12%

2 entries from above in another layout:
CC(C)Cn1c(=O)c2ccccc2n2c(CCC(=O)NC(C)c3ccccc3)nnc12 (stereo unspecified)
  FH mod = 2%
  NTMT1 inhibitor = 6%
  GALK inhibitor = -6%
  p53null 39C kill = 8%
  B2AR arrestin ag = 1%
  TSG101-PTAP inh = -2%
  p53null 32C kill = -3%
Cc1ccc2oc(-c3ccc(NC(=O)c4oc5ccc(Cl)cc5c4C)cc3)nc2c1
  FH mod = -1%
  NTMT1 inhibitor = -6%
  GALK inhibitor = 2%
  p53null 39C kill = 13%
  B2AR arrestin ag = 0%
  TSG101-PTAP inh = 3%
  p53null 32C kill = 3%

The results go on.
SMILES,FH mod,NTMT1 inhibitor,GALK inhibitor,p53null 39C kill,B2AR arrestin ag,TSG101-PTAP inh,p53null 32C kill
COc1cccc(Cn2c(=O)n(Cc3ccco3)c(=O)c3oc4ccccc4c32)c1,-22%,10%,?,-1%,-1%,2%,6%
O=C(CSc1nc2c(c(=O)[nH]1)CCC2)Nc1cc(C(F)(F)F)ccc1Cl,-5%,2%,2%,43%[activator],-3%,0%,1%
COc1ccc(-c2c(C)nn3c4c(cnc23)C(=O)CC(c2ccc(C)cc2)C4)cc1 (stereo unspecified),5%,8%,2%,nt,0%,-12%,nt
Cc1nn(C)c(C)c1S(=O)(=O)N(CC(=O)N1CCN(c2ccccc2)CC1)c1ccc(C(C)C)cc1,0%,6%,0%,11%,0%,-6%,-5%
